FLuc inhib CS = Photinus pyralis luciferase inhibition counter-screen. ATPLite firefly luciferase biochemical luminescence, 10 min. inhibition, % at 10 µM. 1.5% of 200,000 active. AID 1006;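 active = inhibition above about 50% when tested at 10 µM, limit read from the data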
Target sequence (P08659 whole entry, looked up): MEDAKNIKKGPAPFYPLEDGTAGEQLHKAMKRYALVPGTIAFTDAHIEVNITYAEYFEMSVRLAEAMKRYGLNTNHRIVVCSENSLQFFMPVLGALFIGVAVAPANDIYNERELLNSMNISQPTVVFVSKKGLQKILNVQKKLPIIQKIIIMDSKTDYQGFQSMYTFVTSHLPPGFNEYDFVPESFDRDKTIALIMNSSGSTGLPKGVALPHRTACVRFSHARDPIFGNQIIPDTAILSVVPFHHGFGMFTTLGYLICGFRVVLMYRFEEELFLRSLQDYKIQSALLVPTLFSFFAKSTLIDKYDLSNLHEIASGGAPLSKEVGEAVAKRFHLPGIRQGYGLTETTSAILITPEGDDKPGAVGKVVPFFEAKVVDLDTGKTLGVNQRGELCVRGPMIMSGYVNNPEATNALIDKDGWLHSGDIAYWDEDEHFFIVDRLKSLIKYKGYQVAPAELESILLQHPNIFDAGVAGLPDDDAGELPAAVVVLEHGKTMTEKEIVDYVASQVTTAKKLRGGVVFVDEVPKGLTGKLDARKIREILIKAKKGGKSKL
Hsp70 activator = Hsp70 transcriptional activation, primary screen; AID 1203; activation, % at 10 µM; HeLa Hsp70 promoter luciferase reporter, luminescence; scaled: vehicle 0, proteasome-inhibitor control 100%; 0.04% of 200,000 active;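 active = activation above the mean across all tested compounds plus 3 SD, cutoff set per campaign, cut at about 5.5% in these data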;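 also: 100% = MG132 at 30 µM as the positive control and 0% = DMSO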
APP 5'UTR act = APP 5'UTR luciferase reporter activation; SH-SY5Y APP 5'UTR luciferase reporter, luminescence; zero percent = DMSO vehicle wells; activation, % at 2 µM; 1% of 190,000 active; AID 1276;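 active = activation above a set limit, based on mean plus 3 SD of controls, cut at about 140% in these data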; also: values of inactives mirror those of a sister screen read the other way
RAM network inh = inhibitors of the yeast RAM network. inhibition, % at 50 µM. S. cerevisiae dse1pr::URA3 reporter, 5-FOA growth OD615, 2 d; analog-sensitive cbk1-as2 kinase mutant strain. 1.8% of 190,000 active. AID 868;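 active = inhibition above a set limit, 3 SD over mean compound inhibition, cut at about 8.4% in these data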;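 also: 0% = DMSO-only wells with no growth and 100% = 10 µM 1-NA-PP1 full growth; inhibition rescues growth on 5-FOA so higher OD means more RAM inhibition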
NF-kB expr up = NF-kB expression increase, human neuronal cells | AID 1239 | NF-kB reporter expression; stronger effect = higher value | 1.6% of 190,000 active | fold change at 12.5 µM; in the data active = fold change above about 3.3
STAT3 activator = STAT3 signaling activation. U3A cells, IL-6 STAT3-luciferase reporter, luminescence; 100% = signal with IL-6 EC80 alone. activation (% of control), % at 5.6 µM. 0.91% of 190,000 active;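 active = activation above the screen-wide mean of compound activation plus 3 SD, cut at about 130% in these data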;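 also: 0% = background luminescence of wells with medium and substrate only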
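Test system: STAT3-luciferase reporter U3A cells; Detection: reporter luminescence signal; Times: 1 h compound pre-exposure, 6 h IL-6 stimulation, 37 °C; Benchmarks: IL-6-only high control; Also added: IL-6 stimulus at 33 ng/mL final.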
APP transl inh = APP translation inhibition; inhibition, % at 2 µM; SH-SY5Y APP 5'UTR-luciferase reporter, luminescence; 0.82% of 190,000 active;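 active = inhibition above a set limit, derived from the sample mean plus 3 SD, cut at about 45% in these data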; also: values of inactives mirror those of a sister screen read the other way
STAT3 inh = STAT3 signaling inhibition. U3A cells, IL-6 STAT3-luciferase reporter, luminescence; host cell line lacks STAT1. inhibition, % at 5.5 µM. 0.89% of 190,000 active. AID 862;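 active = inhibition above the mean inhibition across all screened compounds plus 3 SD, cut at about 44% in these data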;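 also: 0% = DMSO only wells and 100% = 100 µM nifuroxazide control wells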
STAT1 blocker = STAT1 signaling inhibition; NIH 3T3 STAT1-luciferase reporter, IFN-gamma, luminescence; inhibition, % at 5.5 µM; 0.35% of 200,000 active; AID 920;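 active = inhibition above a set limit, the mean inhibition across all tested compounds plus 3 SD, cut at about 34% in these data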;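 also: 0% = IFN-gamma with DMSO and 100% = IFN-gamma with 300 µM nifuroxazide; values of inactives mirror those of a sister screen read the other way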
STAT1 activator = activators of IFN-gamma induced STAT1 signaling; AID 932; NIH 3T3 STAT1-luciferase reporter, luminescence; 100% = IFN-gamma alone, no compound; 2.6% of 200,000 active; activation (% of control), % at 5.5 µM;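 active = activation above the screen-wide mean activation plus 3 SD, cut at about 130% in these data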;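 also: raw ratio to IFN-gamma control signal so 100% means no change and 0% no light; values of inactives mirror those of a sister screen read the other way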
* hit, by the source's call; . = not tested or not shown.

SMILES	FLuc inhib CS	Hsp70 activator	APP 5'UTR act	RAM network inh	NF-kB expr up	STAT3 activator	APP transl inh	STAT3 inh	STAT1 blocker	STAT1 activator
O=C1C=CC2C(c3ccc4c(c3)OCO4)CC1N2Cc1ccccc1 (configuration not stated)	-1	-0.2	-10	0.2	1.2	100	10	3	-1	101
Cc1cc2ccccc2c(=O)n1CC(=O)NCC(=O)N1CCCC(C)C1 (configuration not stated)	-6	0.7	18	-0.2	1.1	98	-18	8	5	96
CN(Cc1cnn(C)c1)S(=O)(=O)c1cccc([N+](=O)[O-])c1	-12	-0.1	-13	1.3	0.99	96	13	6	4	95
COc1ccc(NC(=O)CO/N=C2/CCCc3nonc32)c(OC)c1	-1	-0.4	-4	2.6	1.2	83	4	21	7	92
CC(C)n1nnnc1SCC(=O)N1CCN(C(=O)c2ccco2)CC1	-8	-0.1	6	0.7	1.2	99	-6	5	-4	104
O=C(Nc1nnc(C23CC4CC(CC(C4)C2)C3)s1)c1ccco1	28	-0.2	87	4.5	0.94	102	-87	1	-57	152*
O=C(c1ccc(-c2ccc([N+](=O)[O-])cc2)o1)N1CCCCC1	24	-0.4	180*	2.2	4.8*	110	-180	-15	-32	128
COc1ccc(C(=O)C2CCCN(Cc3c[nH]c4ccccc34)C2)c(OC)c1 (configuration not stated)	2	-0.4	-8	0.6	1.1	142*	8	-44	10	90
CCOc1ccc(CCNC(=O)c2cc3ccccn3n2)cc1OCC	-2	-0.4	-7	0.5	0.84	101	7	3	11	90
Cc1ccc(S(=O)(=O)N2C3C=CC(C3)C2C(=O)O)cc1 (configuration not stated)	-6	-0.2	6	0.3	1.1	100	-6	5	-6	105
CC(C)C(NC(=O)c1ccccc1F)C(=O)NCCc1ccccn1 (configuration not stated)	3	-0.2	9	-0.6	1.2	98	-9	10	3	97
COc1c(C)cc(C(=O)C2CCCN(C(=O)C3=C(C)OCCO3)C2)cc1C (configuration not stated)	4	0.1	19	0.0	1.2	93	-19	19	6	94
CCOC(=O)Cc1c(C)nc2cc(-c3ccc(C)cc3)[nH]n2c1=O	7	-0.2	11	1.2	1.3	119	-11	-19	1	99
Cc1cc(N)n(-c2ncnc3scc(-c4ccc(Cl)cc4)c23)n1	1	-0.1	4	1.2	0.93	94	-4	10	2	98
Cc1cc(C(C)(C)C)oc1C(=O)N(CC(=O)NC1CCCC1)Cc1ccc(Cl)cc1	-2	-0.1	-2	0.4	1.2	117	2	-10	5	95

As entered above.
For STAT3 activator, Cc1ccc(S(=O)(=O)N2C3C=CC(C3)C2C(=O)O)cc1 (configuration not stated) reads 100
For STAT1 activator, Cc1cc(C(C)(C)C)oc1C(=O)N(CC(=O)NC1CCCC1)Cc1ccc(Cl)cc1 reads 95

(next part)
SMILES	FLuc inhib CS	Hsp70 activator	APP 5'UTR act	RAM network inh	NF-kB expr up	STAT3 activator	APP transl inh	STAT3 inh	STAT1 blocker	STAT1 activator
NCCc1nnc(SCc2ccccc2F)o1	-4	-0.5	.	1.4	1.2	104	.	1	2	98
CCc1ccc(S(=O)(=O)NCCc2cn3ccccc3n2)s1	-5	-0.5	-9	1.4	0.93	97	9	7	-2	102
CCc1ccc(N2C(=O)c3sc4nnc(-c5ccccc5)c(=O)n4c3C2=O)cc1	1	0.1	2	2.3	0.87	95	-2	8	0	100
O=C(NCc1ccc2[nH]c3c(c2c1)CCCC3)c1ccc(S(=O)(=O)N2CCCC2)cc1	-2	-0.1	14	3.7	0.81	78	-14	25	-3	103
COc1ccccc1C(=O)n1nc(-c2ccc(Cl)cc2)nc1N	-6	-0.3	11	2.1	1.1	99	-11	4	1	99
CCOC(=O)CSc1nnnn1-c1cc(OC)c(Cl)cc1OC	-2	-0.4	-4	2.6	1.4	87	4	17	-3	103
COC(=O)CNC(=O)c1c(C)cc(=O)oc1C	-1	-0.3	-9	0.3	1.1	104	9	-4	-3	102
COc1cc(/C=C(/NC(=O)c2ccccc2)C(=O)Nc2cccc(O)c2)c([N+](=O)[O-])cc1OC	-2	0.1	4	2.5	1.1	106	-4	-2	-6	105
COc1ccc(/C=C2/N=C(SC3CCOC3=O)N(c3cccc(OC)c3)C2=O)cc1 (configuration not stated)	-4	0.0	-18	2.4	1.4	94	18	3	1	99
COC(=O)c1ccc(NC(=O)c2ccccc2-c2ccccc2C(=O)O)cc1	5	0.2	-9	1.8	1.1	95	9	12	-3	102
O=C(Nc1ccc(Oc2ccccc2)cc1)C1CCCN(c2ncccn2)C1 (configuration not stated)	-5	-0.5	7	4.1	1.1	91	-7	20	1	99
CCCCn1c(SCC(=O)Nc2nnc(CC)s2)nc2ccccc2c1=O	-6	-0.1	9	5.4	1	101	-9	3	14	86
Cc1c(NC(=O)CSc2ccccc2C(=O)Nc2cccnc2)c(=O)n(-c2ccccc2)n1C	-8	-0.2	-1	2.2	0.99	96	1	8	-7	107
Cc1cccc(C)c1NC(=O)CSc1nnc(-c2ccncc2)n1Cc1ccco1	0	-0.3	4	3.1	1.1	97	-4	6	-4	104
Cc1c(Cl)cccc1NC(=O)c1nc(C)n(-c2cc(OC(C)C)c(Cl)cc2Cl)n1	-1	-0.1	-6	3.9	0.91	102	6	3	-1	101

Full records, looked up by structure:
Listed for `Cc1c(Cl)cccc1NC(=O)c1nc(C)n(-c2cc(OC(C)C)c(Cl)cc2Cl)n1` = FLuc inhib CS: -1; Hsp70 activator: -0.1; APP 5'UTR act: -6; RAM network inh: 3.9; NF-kB expr up: 0.91; STAT3 activator: 102; APP transl inh: 6; STAT3 inh: 3; STAT1 blocker: -1; STAT1 activator: 101
Listed for `CCc1ccc(N2C(=O)c3sc4nnc(-c5ccccc5)c(=O)n4c3C2=O)cc1` = FLuc inhib CS: 1; Hsp70 activator: 0.1; APP 5'UTR act: 2; RAM network inh: 2.3; NF-kB expr up: 0.87; STAT3 activator: 95; APP transl inh: -2; STAT3 inh: 8; STAT1 blocker: 0; STAT1 activator: 100

Further structures.
SMILES	FLuc inhib CS	Hsp70 activator	APP 5'UTR act	RAM network inh	NF-kB expr up	STAT3 activator	APP transl inh	STAT3 inh	STAT1 blocker	STAT1 activator
Cc1ccc(-c2nc(N)n(C(=O)c3cccs3)n2)cc1	-5	0.3	18	2.5	0.82	148*	-18	-39	7	92
Cc1nn(C)c(C)c1S(=O)(=O)NCc1cccs1	-8	-0.1	-6	-0.5	1.2	102	6	2	-3	102
CCC(CO)NC(=O)c1cc2c(s1)CCC2 (configuration not stated)	-2	-0.2	-6	0.8	1.3	104	6	4	0	100
O=C(NCC(O)c1ccc([N+](=O)[O-])cc1)C1CCCCC1 (configuration not stated)	-2	-0.2	8	1.6	1	103	-8	-5	1	99
CCCCOc1ncnc2c1[nH]c1ccccc12	11	-0.1	11	-0.5	1	59	-11	50*	22	80
CC(C)Cc1cc(C(=O)Nc2cc(C(F)(F)F)ccc2Cl)no1	-3	-0.3	17	7.0	1.1	143*	-17	-42	3	98
O=C(NC(Cc1ccc2c(c1)OCO2)C(=O)N1CCCC1C(=O)O)c1ccccc1 (configuration not stated)	-6	-0.2	12	-0.5	1.2	99	-12	4	-1	101
COc1ccc(NC(=O)C(c2ccc(OC)cc2)N(C)C(=O)Cc2cccs2)cc1 (configuration not stated)	-8	-0.1	-8	1.1	1.1	113	8	-5	-5	105
Cc1ccccc1NC(=S)NCCc1ccccc1	-3	-0.1	16	-0.3	1.8	97	-16	11	-1	101
O=S(=O)(c1ccccc1)C1(S(=O)(=O)c2ccccc2)CCCC1	-7	-0.2	-10	1.6	0.95	104	10	-1	-7	108
COCCn1c(C)cc(C(=O)CSc2n[nH]c(N)n2)c1C	5	0.5	10	1.5	1.6	101	-10	1	-7	102
Cc1ccc2cc(C(c3nnnn3Cc3ccccc3)N3CCN(c4ccccc4)CC3)c(=O)[nH]c2c1 (configuration not stated)	-5	-0.2	25	3.3	0.8	96	-25	9	5	96
Cc1ccc(C)c(NC(=O)CC(NCCCN2CCOCC2)C(=O)O)c1 (configuration not stated)	.	-0.2	-5	.	.	106	5	-4	1	99
O=C(C1CC1)N1CCc2[nH]c3ccccc3c2C1	0	-0.1	-4	0.5	1.1	105	4	-3	1	99
COc1ccc(C2CC(C(F)(F)F)n3nc(C(=O)NCCN4CCOCC4)cc3N2)cc1 (configuration not stated)	-8	0.1	11	-0.1	0.64	108	-11	-3	-1	101
COc1cc(OC)c(OC)cc1/C=C1\CCC(C2CCCC2)C1=O (configuration not stated)	1	-0.2	8	6.8	1.3	102	-8	-1	8	91
C/C(=N\OC(=O)c1cccc(C(F)(F)F)c1)c1sc(-c2ccccc2)nc1C	-3	-0.3	11	6.0	4*	107	-11	-2	4	96
CCN(CC)S(=O)(=O)c1cccc(NC(=O)c2cc(-c3cccs3)nn2-c2ccccc2)c1	-6	-0.2	2	6.5	0.71	96	-2	3	4	97
COc1cc(/C=C/c2sc3ccccc3[n+]2CCCS(=O)(=O)[O-])ccc1O	26	-0.3	8	1.4	.	101	-8	5	-7	107
CCC(C)N(C(=O)c1csnn1)C(C(=O)NC(C)(C)C)c1ccccc1 (configuration not stated)	-3	-0.2	2	1.4	1.1	105	-2	-5	-1	101
COC(=O)[C@@H]1CCCN1C(=O)CCc1nnc(C2CCCCC2)o1	-3	0.0	3	-0.2	1.6	101	-3	-1	-7	108
Cc1ccc(-c2nc3cnccn3c2Nc2ccc3c(c2)OCO3)o1	-2	-0.5	-9	1.8	1.3	97	9	4	-3	103
Cc1ccc(/C=C/C(=O)OCC(=O)NC(C)C)o1	-7	-0.1	3	2.3	1.3	102	-3	2	-3	101
Cc1cc(C)n(-c2nc(NC(C)(C)C)nc(NC(C)(C)C)n2)n1	-3	0.5	5	2.7	1.5	113	-5	-10	6	94
Cc1cc(C(=O)NCC(c2ccco2)N(C)C)no1 (configuration not stated)	-8	0.0	-1	2.4	1.1	96	1	7	1	99
C/C(=N\NC(=S)NCCc1ccccc1)c1ccc(Cl)cc1	-2	0.1	-5	3.0	1.2	97	5	2	0	100

A second format for some results above.
The line under a structure holds: FLuc inhib CS	Hsp70 activator	APP 5'UTR act	RAM network inh	NF-kB expr up	STAT3 activator	APP transl inh	STAT3 inh	STAT1 blocker	STAT1 activator
- C/C(=N\OC(=O)c1cccc(C(F)(F)F)c1)c1sc(-c2ccccc2)nc1C
    -3	-0.3	11	6.0	4*	107	-11	-2	4	96
- C/C(=N\NC(=S)NCCc1ccccc1)c1ccc(Cl)cc1
    -2	0.1	-5	3.0	1.2	97	5	2	0	100
- Cc1cc(C)n(-c2nc(NC(C)(C)C)nc(NC(C)(C)C)n2)n1
    -3	0.5	5	2.7	1.5	113	-5	-10	6	94

Compounds as they come; any-hit rate near 7.7%.
